# Compound activity: PubChem, Sanford-Burnham Center for Chemical Genomics
# CCR6 antag: CCR6 (human) receptor antagonism; inhibition, % at 20 µM; CHO-K1 CCR6 PathHunter beta-arrestin, luminescence, CCL20-stimulated; hit rate 0.49% among 340,000; AID 493098; P51684;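 active means compounds whose inhibition of the agonist-driven luminescence signal at 20 µM reaches about 50%, limit read from the data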;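 further: cells stimulated with CCL20 at 14 nM final; plate controls were DMSO with CCL20 for no effect and DMSO without agonist for full effect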
# Target sequence (P51684 whole entry, looked up): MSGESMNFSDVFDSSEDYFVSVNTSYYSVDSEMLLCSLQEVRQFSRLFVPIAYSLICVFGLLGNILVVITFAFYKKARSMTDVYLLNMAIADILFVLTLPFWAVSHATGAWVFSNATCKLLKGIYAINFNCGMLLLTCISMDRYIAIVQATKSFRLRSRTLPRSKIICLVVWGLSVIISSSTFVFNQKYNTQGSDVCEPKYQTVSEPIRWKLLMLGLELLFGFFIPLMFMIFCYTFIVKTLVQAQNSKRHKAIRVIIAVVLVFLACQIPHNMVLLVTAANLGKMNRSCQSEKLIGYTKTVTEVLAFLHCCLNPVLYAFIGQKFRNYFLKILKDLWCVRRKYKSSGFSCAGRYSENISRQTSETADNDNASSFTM
# Mdm2 MdmX PPI: inhibitors of human Mdm2/MdmX interaction; SaOS-2 split-luciferase Mdm2/MdmX complementation, luminescence; AID 485346; hit rate 3% among 330,000; inhibition, % at 8 µM;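 active means inhibition of at least 50% at 8 µM in the primary screen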
# tim23-1 inh: growth inhibitors of tim23-1 mutant yeast. inhibition, % at 20 µM. hit rate 1.3% among 330,000. S. cerevisiae tim23-1 growth, BacTiter-Glo luminescence, 24 h;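 active means growth inhibition of the mutant yeast at or above 50%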;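 further: temperature-sensitive mutant grown at 25 °C; plate controls were DMSO-treated mutant yeast for no effect and medium wells lacking yeast for full effect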
# XBP1 UPR activ: activators of adaptive arm of unfolded protein response (XBP1); CHO-XBP1 luciferase reporter, IRE1-XBP1 UPR activation, luminescence; percent of tunicamycin response, DMSO as zero; activation, % at 20 µM; hit rate 0.33% among 330,000; AID 463104;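 active means versus positive control, 20 µM dose yields 30% or more activation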;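 further: 100% = tunicamycin at 10 µg/mL and 0% = DMSO only wells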
#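 Assay system: CHO-XBP1 luciferase reporter cells; Schedule: 6 h treatment, 37 °C; Detection: glow luminescence from Steady-Glo reagent; Benchmarks: high control tunicamycin 10 µg/mL final, low control DMSO vehicle only.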
# EBI2 block: blocks human EBI2 receptor beta-arrestin signaling. P32249. EBI2 beta-arrestin recruitment, luminescence, 7a,25-OHC stimulated. inhibition, % at 5 µM. hit rate 0.81% among 360,000; in the data active means inhibition above about 38%;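 further: enzyme fragment complementation signal reports receptor beta-arrestin coupling in cells; 0% = agonist plus DMSO wells and 100% = wells without agonist; some results beyond the cut were filed as inactive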
# Target sequence (P32249 whole entry, looked up, the tested form may be a part): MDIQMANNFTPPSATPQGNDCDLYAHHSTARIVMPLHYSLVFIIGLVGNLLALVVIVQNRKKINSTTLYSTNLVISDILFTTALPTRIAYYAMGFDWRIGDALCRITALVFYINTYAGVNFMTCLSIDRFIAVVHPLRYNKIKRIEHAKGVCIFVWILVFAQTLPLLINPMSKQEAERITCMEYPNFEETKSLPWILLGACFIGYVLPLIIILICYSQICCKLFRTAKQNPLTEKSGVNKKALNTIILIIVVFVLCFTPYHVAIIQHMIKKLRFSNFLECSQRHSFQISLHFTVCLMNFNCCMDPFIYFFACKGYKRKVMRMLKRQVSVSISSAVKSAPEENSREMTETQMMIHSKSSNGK
# APJ antagonist: blocks the human apelin receptor APJ; AID 2521; P35414; hit rate 0.32% among 330,000; CHO-K1 APJ beta-arrestin complementation, luminescence; inhibition, % at 20 µM;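 active means inhibition above about 40% at 20 µM, limit read from the data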;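 further: cells challenged with 10 nM apelin-13 agonist together with compound; plate controls were apelin-13 plus DMSO wells for no effect and DMSO wells lacking apelin-13 for full effect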
# CXCR6 inh: inhibitors of human CXCR6 receptor; hit rate 0.36% among 360,000; O00574; AID 602244; CHO-K1 PathHunter CXCR6 beta-arrestin, luminescence; inhibition, % at 20 µM; in the data active means inhibition above about 34%, passing the limit was not always enough;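 further: antagonist mode with CXCL16 agonist at 10 nM final; 0% = 10 nM CXCL16 with DMSO and 100% = unstimulated wells without agonist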
# Target sequence (O00574 whole entry, looked up): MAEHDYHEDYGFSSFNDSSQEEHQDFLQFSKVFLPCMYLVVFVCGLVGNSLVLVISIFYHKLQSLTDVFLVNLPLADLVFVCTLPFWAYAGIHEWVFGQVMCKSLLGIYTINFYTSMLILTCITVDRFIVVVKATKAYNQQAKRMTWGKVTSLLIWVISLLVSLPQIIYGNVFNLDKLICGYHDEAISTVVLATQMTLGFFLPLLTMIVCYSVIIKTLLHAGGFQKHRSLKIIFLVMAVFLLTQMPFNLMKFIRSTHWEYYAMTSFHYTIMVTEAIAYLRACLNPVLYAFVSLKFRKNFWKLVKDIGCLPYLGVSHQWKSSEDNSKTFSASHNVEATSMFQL
# UPR CHOP act: activators of apoptotic arm of unfolded protein response (CHOP); CHO-CHOP luciferase reporter, UPR activation, luminescence; percent of tunicamycin response over DMSO baseline; hit rate 0.34% among 330,000; activation, % at 10 µM; AID 449763;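 active means at 10 µM dose, activation of 40% or more, normalized to positive control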;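 further: 100% = tunicamycin at 10 µg/mL and 0% = DMSO alone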
#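 System: CHO-CHOP luciferase reporter cell line | Buffer or medium: F12 medium containing 10% fetal bovine serum | Doses: One dose, 10 µM in 0.5% DMSO | Times: 6 h compound exposure at 37 °C after overnight seeding | Signal: Luciferase luminescence | Read-out: % activation vs tunicamycin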
# APJ ag: APJ receptor agonism. CHO-K1 APJ PathHunter beta-arrestin, luminescence; 0% DMSO wells, 100% apelin. activation, % at 20 µM. hit rate 0.11% among 330,000. AID 2520;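 active means activation more than six SD over the plate average, tested at 20 µM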;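 further: 0% = DMSO alone and 100% = apelin-13 at 10 nM; some results filed as inactive read as strong as hits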
#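 Assay system: engineered CHO-K1 APJ arrestin reporter cells; Amount: 1000 CHO-K1 reporter cells seeded per well; Dosing: one dose, 20 µM compound, 1% DMSO; Times: compound stimulation 90 min at 25 °C, detection 60 min; Measured by: luminescent beta-gal fragment complementation, chemiluminescent substrate; Read-out: APJ–arrestin association signal; Controls: DMSO vs Apelin-13 10 nM.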
# * hit, by the source's call; . = not tested or not shown. A portion of the library; the hit share may differ from the screen's.
1	CCOc1ccccc1N1CCN(C(=O)Nc2ccc(Cl)c(Cl)c2)CC1
2	CCOC(=O)N1CCN(C(=O)Cc2ccsc2)CC1
3	COc1cc2c(-c3ccc4cc[nH]c4c3)c(-c3ccc(C#N)cc3)oc(=O)c2cc1OC
4	CCCCC(CC)CNC(=O)C1CCCN(S(=O)(=O)c2cnc[nH]2)C1 (stereo not given)
5	C=CCn1c(-c2ccc(Cl)cc2)c[nH]c1=S
6	O=C(CC(=O)c1ccccc1)Nc1ccc(Cl)cc1
7	Cc1cc(C(=O)O)cc(S(=O)(=O)Nc2c(C)nn(C)c2C)c1C
8	O=C(Nc1cc(Cl)ccc1-n1cncn1)c1cc(F)c(F)c(F)c1F
assay / entry	1	2	3	4	5	6	7	8
CCR6 antag	.	2.5	11.0	3.3	3.2	19.6	1.6	-9.7
Mdm2 MdmX PPI	12.3	-22.4	58.8*	15.9	-16.6	-32.9	11.5	2.9
tim23-1 inh	58.1*	14.8	26.7	-4.5	6.3	31.3	11.1	-14.1
XBP1 UPR activ	-3.3	-3.6	0.5	-3.1	1.1	10.1	-1.4	0.2
EBI2 block	.	-10.1	42.5	-6.8	-9.1	0.7	4.1	-9.1
APJ antagonist	-9.8	-26.4	17.3	-3.3	-1.0	19.8	11.9	14.0
CXCR6 inh	.	10.9	4.9	-0.1	-7.5	10.5	-6.5	-6.0
UPR CHOP act	-1.6	-0.2	0.0	1.9	2.1	5.5	-0.3	-0.2
APJ ag	1.1	5.9	-4.2	-0.8	4.6	-3.6	-5.0	4.7

# 3 entries out of the list, sorted by number of heavy atoms, high to low:
3	COc1cc2c(-c3ccc4cc[nH]c4c3)c(-c3ccc(C#N)cc3)oc(=O)c2cc1OC
4	CCCCC(CC)CNC(=O)C1CCCN(S(=O)(=O)c2cnc[nH]2)C1 (stereo not given)
7	Cc1cc(C(=O)O)cc(S(=O)(=O)Nc2c(C)nn(C)c2C)c1C
assay / entry	3	4	7
CCR6 antag	11.0	3.3	1.6
Mdm2 MdmX PPI	58.8*	15.9	11.5
tim23-1 inh	26.7	-4.5	11.1
XBP1 UPR activ	0.5	-3.1	-1.4
EBI2 block	42.5	-6.8	4.1
APJ antagonist	17.3	-3.3	11.9
CXCR6 inh	4.9	-0.1	-6.5
UPR CHOP act	0.0	1.9	-0.3
APJ ag	-4.2	-0.8	-5.0

# (continued)
9	O=C(Nc1ccccc1F)c1c[nH]c(=O)[nH]c1=O
10	CCn1cc(C(=O)NCCCO)c(=O)c2cc(F)c(N3CCN(C)CC3)cc21
11	COc1cccc(NC(=O)COc2ccc(C(=O)N3CCN(C)CC3)cc2)c1
12	O=C(COC(=O)c1ccccc1NC(=O)c1ccco1)NC1CCCCC1
13	O=[N+]([O-])c1cc(C(F)(F)F)ccc1Sc1ccc2ccccc2n1
14	N#Cc1ccc(-c2ccccc2)nc1SCC(=O)c1cc2ccccc2oc1=O
15	COc1ccc(NC(=S)Nc2cc(C)ccn2)c(OC)c1
16	O=C(CSCc1ccc(Cl)cc1)Nc1ccc(S(=O)(=O)N2CCOCC2)cc1
assay / entry	9	10	11	12	13	14	15	16
CCR6 antag	1.3	8.8	-4.9	9.9	8.9	13.2	-20.0	7.6
Mdm2 MdmX PPI	25.1	9.5	16.5	-1.4	-20.3	5.5	-182.1	-2.6
tim23-1 inh	-6.1	-4.4	1.9	8.6	41.3	-29.7	-21.6	24.5
XBP1 UPR activ	-1.5	-6.0	-3.0	2.5	-2.0	2.3	9.0	-1.2
EBI2 block	-3.1	3.7	-8.7	-10.4	2.0	-5.0	-0.8	-7.2
APJ antagonist	11.8	13.0	-7.7	-24.4	-15.4	11.2	-16.7	-10.1
CXCR6 inh	-2.8	6.2	-0.8	5.2	2.2	8.6	5.4	-16.3
UPR CHOP act	-2.0	0.2	-1.3	1.0	-2.4	1.7	4.7	-1.9
APJ ag	-3.5	-1.3	-0.3	-0.2	-1.5	-8.3	-2.6	6.2

# Marked active in Mdm2 MdmX PPI (from the list above):
no.	Compound	CCR6 antag	Mdm2 MdmX PPI	XBP1 UPR activ	EBI2 block	APJ antagonist	CXCR6 inh
3	COc1cc2c(-c3ccc4cc[nH]c4c3)c(-c3ccc(C#N)cc3)oc(=O)c2cc1OC	11.0	58.8*	0.5	42.5	17.3	4.9

# The results go on.
17	CCCn1cc(SCC(=O)Nc2cc(C)on2)c2ccccc21
18	CNC(=O)c1ccc(NC(=O)c2cccc(C(F)(F)F)c2)cc1
19	CC(=O)Nc1ccc(OCc2cccc3ccccc23)cc1
20	CCS(=O)(=O)c1nc(S(=O)(=O)c2ccc(C)cc2)c(NCCCN(C)C)s1
21	COC(=O)c1ccc(CNC(=O)C2CCC(=O)N(CCN3CCOCC3)C2)cc1 (stereo not given)
22	CCN1CCN(c2cc(C)c3cc(NC(=S)N(C)Cc4ccccc4)ccc3n2)CC1
23	CN(C(=O)Cn1cc(C(F)(F)F)ccc1=O)c1c(N)n(Cc2ccccc2)c(=O)[nH]c1=O
24	CCc1ccc(NC(=O)C2CCCN(S(=O)(=O)c3cccs3)C2)cc1 (stereo not given)
assay / entry	17	18	19	20	21	22	23	24
CCR6 antag	-0.1	1.0	10.2	-1.9	0.2	22.9	4.3	23.4
Mdm2 MdmX PPI	-10.4	-17.8	22.0	1.9	12.7	28.0	-11.4	34.9
tim23-1 inh	24.8	1.3	39.4	-5.4	7.2	-9.7	0.2	5.8
XBP1 UPR activ	-2.2	1.3	-4.5	2.0	-0.5	-2.0	0.1	-2.5
EBI2 block	4.5	5.0	20.9	-3.0	-4.1	3.4	-6.9	1.6
APJ antagonist	3.4	-4.3	3.5	0.8	8.3	13.5	0.2	10.7
CXCR6 inh	-3.1	-2.5	-9.7	9.0	-7.0	16.5	-3.2	2.1
UPR CHOP act	-0.9	2.7	4.8	-0.5	0.1	2.4	0.2	3.4
APJ ag	-0.1	0.7	1.7	-1.6	17.3	-3.1	-5.2	-0.4

25	Cc1c(C)[n+](=O)c(-c2cccs2)c(C)n1[O-]
26	c1ccc(Cc2cc[n+](Cc3ccccn3)cc2)cc1
27	COc1ccc(C(=O)c2c3ccc(OC)cc3[n+]([O-])n2Cc2ccc(C(N)=O)cc2)cc1
28	Cc1ccc(OCCN(C)C(=O)C2CCC(=O)N(CC3CCCCC3)C2)cc1 (stereo not given)
29	COc1ccc(C2=NOC(C(=O)N3CCCc4ccccc43)C2)cc1 (stereo not given)
30	Cc1cc(-c2ccc(C)c(S(=O)(=O)Nc3ccc(S(N)(=O)=O)cc3)c2)on1
31	O=C1C=C(N2CCN(C(=O)c3ccccc3)CC2)C2(CCCCC2)O1
32	CC(C)(Oc1ccc(Cl)cc1)C(=O)Nc1cccnc1
assay / entry	25	26	27	28	29	30	31	32
CCR6 antag	-2.7	-14.1	-0.4	1.7	2.8	-6.3	14.3	17.8
Mdm2 MdmX PPI	21.5	0.1	6.7	16.1	-22.2	21.7	18.4	4.3
tim23-1 inh	-3.0	0.6	7.9	17.6	27.5	-11.3	8.1	0.3
XBP1 UPR activ	-3.0	0.6	1.9	-3.9	1.9	-5.1	-6.0	-2.3
EBI2 block	-13.1	-7.9	-11.0	0.2	7.9	0.5	2.8	-1.4
APJ antagonist	16.1	1.7	-86.5	-1.9	5.2	-14.2	8.5	17.0
CXCR6 inh	2.9	0.8	-8.4	8.3	3.2	0.5	-4.3	-4.7
UPR CHOP act	1.2	-0.6	6.0	0.9	0.2	0.5	0.3	-1.2
APJ ag	-3.3	-0.5	16.4	-9.5	0.1	0.1	0.4	-1.3

33	O=C(Nc1ccccc1Cl)c1cccs1
34	CCOC(=O)N1CCN(C(=O)CSc2nnc(COc3ccccc3)o2)CC1
35	COc1ccc(C2CC(c3ccccc3)=NN2C(=O)CSc2ncccn2)cc1 (stereo not given)
36	Cc1nc(Oc2cccc(Cl)c2)c2oc3ccccc3c2n1
37	COCc1c(C(=O)N2CCc3ccccc32)oc2ccccc12
38	CCN1CCN(c2nc3c(c(=O)[nH]c(=O)n3C)n2CCSc2nc3ccccc3s2)CC1
39	Cc1ccc(S(=O)(=O)N2CCCCC2)cc1C(=O)N1C(C)CCCC1C (stereo not given)
40	Cc1ccc(C(=O)NCC2(c3ccccc3)CCCC2)cc1
assay / entry	33	34	35	36	37	38	39	40
CCR6 antag	-5.5	7.5	14.5	-3.7	10.4	-3.9	14.2	30.4
Mdm2 MdmX PPI	6.6	-4.0	10.3	6.1	37.4	5.0	5.1	-8.8
tim23-1 inh	14.9	15.9	8.2	32.5	29.5	8.3	24.1	18.1
XBP1 UPR activ	4.6	-0.4	-0.6	-1.2	0.3	-0.7	-1.8	-4.1
EBI2 block	0.4	2.3	15.2	-8.8	1.7	-5.2	0.0	1.7
APJ antagonist	18.3	13.9	7.3	-3.1	5.5	21.5	-1.5	0.0
CXCR6 inh	2.3	1.0	17.3	3.3	3.9	-2.6	-8.0	-9.0
UPR CHOP act	4.3	-0.5	-1.1	0.3	2.6	-2.2	0.2	1.8
APJ ag	-2.8	-4.3	-0.2	-2.0	-3.8	2.7	-3.5	-1.8

41	CCOc1cccc(-c2c(C(=O)N/N=C(\C)c3cccs3)nnn2-c2nonc2N)c1
42	CC(NC(=O)C(=O)NCc1cccs1)c1ccccc1 (stereo not given)
43	COc1ccccc1C(=O)Nc1nnc(S(=O)(=O)N2CCCCCC2)s1
44	Clc1ccc(Nc2nc(-c3ccncc3)cs2)cc1
45	O=C1CN(C(=O)c2cccc([N+](=O)[O-])c2)CC(=O)N1
46	CCCC(CCC(=O)Nc1ccc(C(=O)OCC)cc1)C(=O)O (stereo not given)
47	COc1cccc(-c2cc(C(=O)Nc3ccncc3)c3ccccc3n2)c1
48	Cc1ccccc1Sc1ccc([N+](=O)[O-])cn1
49	CCc1c(C)c(C#N)c2nc3ccccc3n2c1NCCOC
assay / entry	41	42	43	44	45	46	47	48	49
CCR6 antag	-5.0	9.2	6.7	-4.7	4.9	22.9	-28.9	6.4	6.4
Mdm2 MdmX PPI	20.3	-4.4	11.8	6.8	5.2	1.5	-4.5	19.7	11.1
tim23-1 inh	-6.3	0.3	34.1	-0.5	3.0	10.3	12.0	12.4	32.8
XBP1 UPR activ	-4.4	-1.4	-2.4	0.7	-5.6	-2.6	-2.8	-0.8	-6.3
EBI2 block	-2.0	-14.5	0.2	33.7	-10.7	4.1	-15.6	-5.8	-2.4
APJ antagonist	0.2	2.0	4.1	-6.7	7.2	4.9	-40.5	7.8	9.3
CXCR6 inh	-8.6	1.7	5.1	-0.4	0.3	6.1	-6.9	2.5	2.8
UPR CHOP act	-2.6	0.3	-0.2	7.0	-0.1	-1.5	0.7	0.2	-0.3
APJ ag	-4.1	-3.9	-1.0	-1.2	2.9	-1.8	32.3	1.1	-1.3
